sEH inh: soluble epoxide hydrolase inhibitors, primary screen, biochemical, human sEH; inhibition, % at 2 µM; AID 707, 2007; 91,000 tested, 0.34% active; recombinant human sEH enzymatic activity assay; Bifunctional epoxide hydrolase 2 (Homo sapiens), P34913; in the data active = inhibition above about 80%; note: values of inactives mirror those of a sister screen read the other way; many of its hits are not listed in these tables
Target sequence (P34913 whole entry, looked up): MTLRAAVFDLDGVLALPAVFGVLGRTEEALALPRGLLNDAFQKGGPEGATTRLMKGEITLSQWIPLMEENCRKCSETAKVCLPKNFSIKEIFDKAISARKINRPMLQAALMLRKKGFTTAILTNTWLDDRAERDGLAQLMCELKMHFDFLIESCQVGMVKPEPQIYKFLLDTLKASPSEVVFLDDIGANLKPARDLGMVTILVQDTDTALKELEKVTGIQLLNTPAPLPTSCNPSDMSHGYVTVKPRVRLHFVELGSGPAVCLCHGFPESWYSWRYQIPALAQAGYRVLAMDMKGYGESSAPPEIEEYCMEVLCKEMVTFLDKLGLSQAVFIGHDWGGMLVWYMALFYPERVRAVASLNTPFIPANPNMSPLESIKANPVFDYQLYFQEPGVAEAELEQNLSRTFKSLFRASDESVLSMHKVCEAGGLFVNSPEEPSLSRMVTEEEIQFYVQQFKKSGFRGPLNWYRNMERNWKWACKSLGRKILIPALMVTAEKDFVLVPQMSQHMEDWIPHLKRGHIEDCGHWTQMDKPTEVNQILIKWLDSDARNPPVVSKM
Fibroblast inh: antiproliferative effect on LL 47 fibroblasts – human, LL 47 cells, CellTiter-Glo luminescence, primary screen. LL 47 human lung fibroblast viability, ATP luminescence; stronger effect = lower value. viability, % at 10 µM. 85,000 tested, 1.1% active;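 active = viability at or below 50% in the single dose screen; inactive = viability above 50%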;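 note: compound exposure lasted 72 h before the ATP readout; 100% = median luminescence of untreated cell-only wells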
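Material: Human LL 47 lung fibroblast cells | Input: 1,150 cells/well | Buffer or medium: IMEM plus 15% FBS | Compound dosing: 0.1% DMSO in all compound wells | Times: Overnight cell rest, 72 h compound treatment at 37 °C | Signal: CellTiter-Glo luminescence measuring cellular ATP | Measure: % viability versus median cells-only luminescence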
S1P2 antag: human S1P2 receptor antagonists, primary screen, cell-based. cell-based S1P2 antagonist assay, inhibition at 5 uM. inhibition, % at 5 µM. Sphingosine 1-phosphate receptor 2 (Homo sapiens), O95136. 97,000 tested, 0.21% active; in the data active = inhibition above about 45%;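 note: CRE beta-lactamase reporter cells expressing human S1P2 stimulated with S1P; 0% = agonist at EC80 alone and 100% = agonist plus reference antagonist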
Target sequence (O95136 whole entry, looked up): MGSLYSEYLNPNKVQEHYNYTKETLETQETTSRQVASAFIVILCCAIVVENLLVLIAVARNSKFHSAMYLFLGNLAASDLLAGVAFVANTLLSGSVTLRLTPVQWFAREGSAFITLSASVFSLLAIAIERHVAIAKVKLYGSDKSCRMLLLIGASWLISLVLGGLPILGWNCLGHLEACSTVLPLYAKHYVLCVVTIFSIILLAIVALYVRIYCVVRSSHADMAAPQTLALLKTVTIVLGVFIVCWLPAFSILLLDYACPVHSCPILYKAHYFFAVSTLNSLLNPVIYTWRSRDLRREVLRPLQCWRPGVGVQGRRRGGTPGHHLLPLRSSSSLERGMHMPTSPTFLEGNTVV
sEH activator: soluble epoxide hydrolase activators, primary screen, biochemical, human sEH. 91,000 tested, 0.04% active. AID 717, 2007. Bifunctional epoxide hydrolase 2 (Homo sapiens), P34913. activation, % at 2 µM. purified human sEH enzymatic activity, activator screen; in the data active = activation above about 37%; note: values of inactives mirror those of a sister screen read the other way
HUVEC prolif 384: inhibitors of HUVEC proliferation, primary screen, cell-based, 384-well; viability, % at 10 µM (by protocol); 86,000 tested, 1.1% active; AID 648, 2007; CellTiter-Glo luminescence, 72 h; stronger effect = lower value;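 active = viability at or below 30%; inactive = viability above 30%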;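 note: 100% = median luminescence of DMSO-only cell control wells on each plate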
PostGolgi ctrl: growth inhibition of yeast control strain, primary screen, counter-screen for post-Golgi transport modulator project. efflux-deficient yeast background strain, growth absorbance A615, 16 h. inhibition, % at 10 µM. 98,000 tested, 5% active; in the data active = inhibition above about 30%
PTPN22 act: LYP phosphatase activators, primary screen, biochemical, DiFMUP fluorescence, 2 µM | recombinant LYP; 0 = plate median, 100 = signal doubled | activation, % at 2 µM | 96,000 tested, 0.11% active | AID 697, 2007;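 active = activation at 2 µM above a set limit, the mean plus 5 SD, cut at about 37% in these data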
H69AR growth 86K: proliferation blockers of H69AR lung cancer cells, primary screen, cell-based, human, 86K library; H69AR lung tumor viability, ATP luminescence, 72 h; stronger effect = lower value; AID 598, 2007; 85,000 tested, 6% active; viability, % at 10 µM;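 active = viability at or below 40%; inactive = viability above 40%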;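 note: multidrug resistant small cell line overexpressing MRP-1 efflux transporter; 100% = mean luminescence of untreated control wells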
S1P2 agonist: S1P2 receptor agonists, primary screen, cell-based; Sphingosine 1-phosphate receptor 2 (Homo sapiens), O95136; S1P2-expressing cell line, agonist reporter read-out; activation, % at 4.5 µM; 97,000 tested, 0.46% active; AID 729, 2007; in the data active = activation above about 16%;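 note: 0% = vehicle low control and 100% = maximal reference agonist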
Numbers without * were called inactive; . = no result given. Not all compounds are listed; rates above refer to the full screens.

SMILES	sEH inh	Fibroblast inh	S1P2 antag	sEH activator	HUVEC prolif 384	PostGolgi ctrl	PTPN22 act	H69AR growth 86K	S1P2 agonist
COc1ccc(C(CNC(=O)c2cc(C)oc2C)N2CCOCC2)cc1 (configuration not stated)	11	98	3	-10	90	11	-1	74	-5
CCOc1ccc(-c2nnc(-c3cccnc3)o2)cc1OCC	-4	.	-5	2	124	9	-7	96	2
COc1ccc(Oc2nc(SC)nc3ccccc23)cc1	4	.	-2	-2	.	6	0	.	-2
CCCc1cc(=O)[nH]c(SCc2cc(C(=O)OC)c(C)o2)n1	0	99	0	0	86	-10	12	94	-3
COc1ccc(S(=O)(=O)N(C)c2c(C)n(C)n(-c3ccccc3)c2=O)cc1OC	9	103	5	-9	95	8	-1	64	-6
O=c1c(CN2CCN(c3cccc(Cl)c3)CC2)coc2c(Cl)cc(Cl)cc12	1	101	13	-1	93	27	5	91	-1
O=C(NCCC1=CCCCC1)c1ccc(CN2CCOCC2)cc1	34	.	-2	-35	.	15	2	.	1
O=C(CN1C(=O)c2ccccc2C1=O)Nc1ccccc1C(=O)NC1CCCCC1	14	96	1	-14	90	1	-5	85	-4
Cc1ccc(C)c(C(=O)CC2(O)C(=O)Nc3ccccc32)c1 (configuration not stated)	6	97	-3	-4	93	-4	-4	78	-14
CS(=O)(=O)N(CC(=O)N1CCCC1)c1ccc(OCc2ccccc2)cc1	-11	94	-3	11	103	11	0	95	-1

The closing five compounds of the section before open the next one.
SMILES	sEH inh	Fibroblast inh	S1P2 antag	sEH activator	HUVEC prolif 384	PostGolgi ctrl	PTPN22 act	H69AR growth 86K	S1P2 agonist
O=c1c(CN2CCN(c3cccc(Cl)c3)CC2)coc2c(Cl)cc(Cl)cc12	1	101	13	-1	93	27	5	91	-1
O=C(NCCC1=CCCCC1)c1ccc(CN2CCOCC2)cc1	34	.	-2	-35	.	15	2	.	1
O=C(CN1C(=O)c2ccccc2C1=O)Nc1ccccc1C(=O)NC1CCCCC1	14	96	1	-14	90	1	-5	85	-4
Cc1ccc(C)c(C(=O)CC2(O)C(=O)Nc3ccccc32)c1 (configuration not stated)	6	97	-3	-4	93	-4	-4	78	-14
CS(=O)(=O)N(CC(=O)N1CCCC1)c1ccc(OCc2ccccc2)cc1	-11	94	-3	11	103	11	0	95	-1
Cc1ccc(-c2nnn(CC(=O)N3CCCc4ccccc43)n2)cc1	-10	95	9	8	100	9	9	77	-6
Nc1nc2n(n1)C(c1ccco1)CC(c1ccc(Cl)c(Cl)c1)N2 (configuration not stated)	-4	.	8	4	86	-2	-1	90	-7
Clc1ccccc1Cn1nnc2c(NCCN3CCOCC3)ncnc21	.	97	.	.	100	8	.	102	.
Cc1ccc(S(=O)(=O)/N=C(/NC(=S)Nc2ccccc2)c2ccccc2)cc1	0	.	-7	3	.	-1	4	.	-2
O=C(Cc1ccc(Cl)cc1)Nc1ccccc1N1CCOCC1	8	98	-9	-6	114	6	-8	83	-8
Cn1nc(-c2ccc(Cl)cc2)c2cc(C(=O)NCCCN3CCCC3)sc21	3	14*	37	-4	1.7*	2	4	0.9*	-3
CCOC(=O)N1CCC(NC(=O)CNS(=O)(=O)c2ccc(Br)s2)CC1	.	90	15	.	74	1	6	23*	-7
COc1ccc(-c2nc3c(c(SCC(=O)N4CCOCC4)n2)COC(C)(C)C3)cc1	.	105	.	.	86	0	.	78	.
Cc1ccc2c(c1)NC(=O)C(CC(=O)NCCCN1CCc3ccccc3C1)O2 (configuration not stated)	.	108	6	.	92	1	-9	73	-3
Brc1ccc(Oc2nsnc2N2CCOCC2)cc1	-21	96	21	18	109	7	18	113	-3
CCOc1ccc(Nc2nc(CC(=O)OC)cc(=O)[nH]2)cc1	-3	105	13	6	97	-7	2	89	-4
COc1ccc(-c2nnc(SCC(N)=O)n2N)cc1	11	102	6	-12	88	17	-7	88	-1
Cc1ccc(-c2ccc(=O)n(CCC(=O)NCCN3CCCCC3C)n2)cc1 (configuration not stated)	-8	105	11	6	94	-2	2	98	1
CCN(CC)S(=O)(=O)c1ccc(O)c(C(=O)OCC(=O)N(C)Cc2ccccc2)c1	-9	94	-10	12	99	-12	2	89	-3
COc1ccc(S(=O)(=O)N2CCCN(CC(=O)Nc3ccc4c(c3)OCO4)CC2)cc1	-1	98	-23	-1	96	1	3	51	-3
NC1=C(c2ccc(F)cc2)C(=O)CS1	.	107	.	.	106	-1	.	88	.
O=C(CN1CCNCC1)Nc1ccc(Oc2ccccc2)cc1	-1	103	-8	0	84	39*	-1	86	-8
COc1ccccc1N1CCN(C(=O)CSc2ccccc2)CC1	-21	102	-24	17	98	8	4	119	-2
Oc1ccc2ccccc2c1/C=N/c1nccs1	-24	98	15	24	93	7	-4	85	-6
O=C(Nc1ncc(Cc2ccccc2Cl)s1)C1CCCO1 (configuration not stated)	10	94	5	-11	70	.	2	92	-4
CCOC(=O)c1cccc(NC(=O)CSc2nnc(C3CCCCC3)n2C)c1	12	96	-16	-10	98	24	10	78	-4
CCc1ccc(N2CC(C(=O)OCC(=O)NC3CCS(=O)(=O)C3)CC2=O)cc1 (configuration not stated)	1	119	16	-2	96	5	-1	93	-2
CCNc1nc2c(c(=O)[nH]c(=O)n2C)n1Cc1ccc(F)cc1	-2	.	-28	2	.	0	-5	.	1
CCOC(=O)C1=C(C)NC(=O)NC1c1ccc(OC(=O)c2ccco2)cc1 (configuration not stated)	0	98	9	0	97	.	-5	104	-2
Cc1nc(NCCNC(=O)c2ccco2)c2c(C)c(C)sc2n1	-6	103	1	4	107	0	2	57	15
Cc1cccc(NC(=S)NC2CC3CCCC(C2)N3Cc2cccs2)c1 (configuration not stated)	35	.	1	-33	.	8	-3	.	-3
CC(=O)c1ccc(OCC(O)CN2CCC(C)CC2)cc1 (configuration not stated)	-5	105	14	4	100	-3	10	97	-4
CCOC(=O)N1CCN(C(=O)CSc2nnc(-c3ccccc3OC)o2)CC1	1	95	-11	0	94	15	1	53	3
CCn1c(SCC(=O)c2[nH]c(C)c(C(C)=O)c2C)nnc1-c1cccs1	.	103	29	.	102	0	5	82	-7
O=S(=O)(Nc1ccc2c(c1)nc1n2CCN(Cc2ccccc2)C1)c1ccccc1	6	88	4	-3	89	.	-21	76	0
CC(=O)NCCn1c(SCc2ccccc2C)nc2ccccc2c1=O	-3	111	-1	4	93	8	7	66	2
Cc1ccccc1-n1c(SCC(=O)N2CCOCC2)nc(O)cc1=O	-20	99	14	20	99	-2	-1	94	-4
Cc1cc(C)nc(-n2nc(C)c(Sc3ccc(F)cc3)c2N)n1	-5	96	-5	7	86	51*	4	52	0
Cc1cc(C(F)(F)F)nc(NCc2ccc(F)cc2)n1	.	98	-8	.	96	11	8	101	-4
COc1ccc(CC(=S)N2CCOCC2)cc1	-4	.	-3	2	.	9	5	.	-6
O=c1onc(-c2cccs2)n1Cc1ccccc1	-6	95	8	8	108	3	-5	96	-3
N#C/C(=C(/O)CN1CCCCC1)c1nc(-c2ccc(Cl)cc2)cs1	10	.	-7	-10	.	-2	5	.	-9
O=C(NCCCN1CCOCC1)c1ccc(Br)cc1	2	96	16	-2	101	2	-4	104	-9
COC(=O)c1sc2nc(-c3ccccc3)nc(N3CCN(C)CC3)c2c1C	-13	80	-7	12	46	7	-9	71	-1
Cc1ccc(S(=O)(=O)NCCC(=O)NCc2ccccc2)cc1	.	101	11	.	105	5	5	86	-2
CCOc1ccc2nc(NC(=O)CN3CCN(C)CC3)sc2c1	14	98	-5	-12	93	-4	2	61	-4
O=C(NCCc1ccccc1)c1ccc(NC2=NC3CS(=O)(=O)CC3S2)cc1 (configuration not stated)	.	.	-2	.	.	-1	-4	.	0
Cc1nnc(SCCOC(N)=O)n1C	.	92	.	.	89	-3	.	95	.
COc1cc(OC)cc(-c2nnc(SCC(=O)N3CCOCC3)o2)c1	-14	.	14	14	.	5	2	.	-8
CC1CCC(NC(=O)c2ccc(N3CCCC3=O)cc2)CC1 (configuration not stated)	15	95	20	-16	97	17	-8	105	-10
CCC(=O)N1CCNC(=O)C1CC(=O)Nc1ccc(C)c(Cl)c1 (configuration not stated)	-10	103	-15	13	96	-2	3	91	-2
Cc1cc(C)c(C#N)c(SCC(=O)NC2CC2)n1	.	115	5	.	108	4	1	97	-10
Cc1cc(S(=O)(=O)Nc2cccc(O)c2)c(C)s1	-8	110	12	8	101	6	2	108	-5
CCOC(=O)CC1ON(C)C(=O)N1c1ccc(Cl)cc1Cl (configuration not stated)	-11	88	-37	12	97	25	3	94	-4
CCCCOC(=O)/C(=C\c1ccc([N+](=O)[O-])o1)NC(=O)c1ccccc1	6	91	6	-2	66	.	5	104	-6
Remaining list, next part.
SMILES	sEH inh	Fibroblast inh	S1P2 antag	sEH activator	HUVEC prolif 384	PostGolgi ctrl	PTPN22 act	H69AR growth 86K	S1P2 agonist
CC(=O)c1cc2c(cc1NC(=O)CN1CCCCCCC1)OCO2	4	96	-13	0	100	0	12	86	-6
Cc1nnc(SCC(=O)Nc2ccc3c(c2)OCCO3)n1N	-3	105	-16	2	91	-1	-1	96	-3
CCSc1nnc(NC(=O)c2c(-c3ccccc3Cl)noc2C)s1	-10	105	9	9	93	3	24	89	-9
c1ccc(Cn2nnc3c(N4CCCCCC4)ncnc32)cc1	11	77	-17	-11	80	14	1	66	-3
CC(C)c1ccc(Nc2nc(NCc3ccco3)nc(N3CCOCC3)n2)cc1	.	.	1	.	.	4	-1	.	-6
COc1cc(C)c(C)cc1S(=O)(=O)N1CCN(Cc2ccc3c(c2)OCO3)CC1	-8	104	3	6	102	20	1	106	-4
COc1ccc2nc(NC(=O)CN3CCN(C)CC3)sc2c1	-4	95	-16	4	92	20	4	87	-4
Cc1cc(NC(=O)c2cnn3cccnc23)no1	9	99	-14	-7	94	-11	-6	78	-3
COC(=O)c1ccc(-c2cc(C(=O)O)c3cc4c(cc3n2)OCCO4)cc1	7	97	-6	-6	87	4	2	81	-4
CCN1CCN(c2c(Cl)cccc2NC(=O)c2ccc(Br)o2)CC1	11	103	-21	-11	92	-2	-11	91	0
CCN(c1ccc2c(c1)OCO2)S(=O)(=O)c1cc(Br)cc2c1N(C(C)=O)CC2	7	.	19	-4	.	9	2	.	-7
COc1ccccc1N1CCN(C(c2ccccc2Cl)c2nnnn2C(C)(C)C)CC1 (configuration not stated)	4	.	15	-6	.	38*	-2	.	-10
O=c1[nH]c2ccccc2nc1-c1cccs1	-28	91	-11	26	79	-4	6	77	15
COc1cc(OC)cc(C(=O)NC(C(=O)NCCN(C)C)C23CC4CC(CC(C4)C2)C3)c1 (configuration not stated)	2	83	8	0	95	-2	-2	67	-2
Cn1c(=O)c2cn(-c3cccc4ccccc34)cc2n(C)c1=O	.	89	.	.	73	12	.	47	.
Cc1ccsc1/C=N/Nc1nc(Cl)c(Cl)cc1Cl	.	102	7	.	98	-6	-2	91	-2
Cn1nc([N+](=O)[O-])nc1Oc1ccccc1	-21	98	-14	19	88	15	0	97	0
CCC1C(=O)n2nc(-c3ccccc3)cc2N=C1C (configuration not stated)	6	93	-7	-3	85	4	9	82	-7
O=C(Nc1ccc(Cl)cn1)c1ccc(-c2cc(Cl)ccc2Cl)o1	6	.	-9	-4	.	-1	2	.	-6
Cc1ccc(Nc2cc(C)nn2-c2nc(C)cc(C)n2)cc1	-8	89	-30	8	81	39*	0	14*	-7
Cc1cc(C)n(-c2ccn(Cc3ccc(Cl)cc3Cl)c(=O)n2)n1	.	99	2	.	107	14	0	77	-6
